# RGS4 block = RGS4 inhibitors, primary screen, cell-based, HEK293 M3R inducible RGS4, calcium flux; 310,000 compounds, 0.45% hits; B-score at 10 µM; AID 463165, 2010; Fluo-4 calcium flux; hits give high values; triggered by carbachol at its EC20;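 active means B-score, a plate-corrected calcium signal, over three deviations above library mean, with baseline fluorescence within five deviations of library mean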;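 further: RGS4 expression induced by doxycycline in cells with stable M3 receptor; B-score is computed from the integrated fluorescence ratio over baseline after carbachol; higher B-score means a larger calcium signal and so more RGS4 inhibition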
# Target sequence (P49798 whole entry, looked up): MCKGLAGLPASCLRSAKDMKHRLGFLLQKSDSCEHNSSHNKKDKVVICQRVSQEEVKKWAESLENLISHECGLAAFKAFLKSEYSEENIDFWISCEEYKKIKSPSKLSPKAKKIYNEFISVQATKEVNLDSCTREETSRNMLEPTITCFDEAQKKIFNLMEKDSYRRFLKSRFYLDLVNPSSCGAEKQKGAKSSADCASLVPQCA
# DYRK1A inh = rat Dyrk1A kinase inhibitors, primary screen, biochemical, single point, plate reader. inhibition, % at 12.5 µM. Dual specificity tyrosine-phosphorylation-regulated kinase 1A (Rattus norvegicus), Q63470. ADP-Glo luminescence, NFATc1 peptide. AID 504441, 2011. 310,000 compounds, 0.43% hits; in the data active means inhibition above about 50%;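 further: plate controls were vehicle with enzyme for no effect and no enzyme for full effect; many of its hits are not listed in these tables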
# hERG rescue = hERG rescue from dofetilide block, primary screen, cell-based, CHO-hERG, FluxOR thallium flux, dofetilide IC70 | dofetilide IC70 present | AID 1511, 2009 | 310,000 compounds, 0.51% hits | activation (rescue from dofetilide block), less the hit threshold, % at 10 µM | Voltage-gated inwardly rectifying potassium channel KCNH2 (Homo sapiens), Q12809;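 active means activation above the mean of controls blocked by dofetilide plus 5 SD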;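 further: thallium influx through hERG after potassium depolarization seen as dye fluorescence rise; in these data hits start at about 4.7%; inactives centre near -7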
# KCNQ1 inh = inhibitors of human KCNQ1 channel, primary screen, cell-based, thallium flux, high-throughput | 310,000 compounds, 1.3% hits | Potassium voltage-gated channel subfamily KQT member 1 (Homo sapiens), P51787 | CHO-K1 KCNQ1, FluxOR thallium flux fluorescence; hits give high values | B-score at 10 µM;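 active means compounds whose thallium flux B-score, printed positive for inhibition, exceeds three library SD while starting fluorescence stays within three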;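 further: channel opened by potassium depolarization with thallium stimulus after 20 min compound exposure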
# RGS4 act = RGS4 potentiators or activators, primary screen, cell-based, HEK293 M3R inducible RGS4, calcium flux; AID 463111, 2010; carbachol calcium flux Fluo4; hits give low values; 310,000 compounds, 0.92% hits; B-score at 10 µM;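 active means B-score of the integrated calcium signal more than 4 SD below the library mean, with starting fluorescence not abnormally high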;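 further: negative B-score means reduced calcium response which marks RGS4 activation or potentiation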
#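 test system = M3R-expressing HEK293 line, RGS4 induced by doxycycline | probe or stimulus = carbachol at ECmax as muscarinic agonist stimulus | timing = dye loading 30 min 37 °C, buffer rest 30 min RT | signal = calcium dye Fluo4 fluorescence | evaluation = B score from integrated fluorescence ratio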
# KCNQ1 act = potentiators or activators of KCNQ1 channel, primary screen, cell-based, thallium flux, high-throughput; 310,000 compounds, 0.35% hits; B-score at 10 µM; CHO-K1 KCNQ1, thallium flux FluxOR fluorescence; hits give high values; AID 2648, 2010;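 active means fluorescence ratio B-score, a plate-corrected score, at least three library SD, with initial intensity B-score within 5 SD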
#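 System: Stable KCNQ1 CHO-K1 line | Incubation: 90 min dye loading and 20 min compound exposure, both at room temperature | Measure: Ratio B score | Medium: Assay buffer for compound exposure, DMSO matched across wells | Compound dosing: Single-concentration screen | Probe or stimulus: K+/Tl+ depolarizing stimulus | Measured by: Kinetic FluxOR fluorescence, 10 s baseline plus 110 s post-stimulus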
# GSK3B inh = human GSK3beta kinase inhibitors, primary screen, biochemical, cell-free homogeneous, HTS; GST-GSK3beta kinase, ADP-Glo luminescence, 60 min; hits give low values; activity score (negative = inhibition), % at 10 µM; 300,000 compounds, 0.038% hits; AID 2097, 2009;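 active means more than half of replicate wells score below -50%, meaning over 50% inhibition versus plate controls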;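 further: 0% = median DMSO wells and -100% = median GW8510 positive control wells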
# Target sequence (P49841 whole entry, looked up): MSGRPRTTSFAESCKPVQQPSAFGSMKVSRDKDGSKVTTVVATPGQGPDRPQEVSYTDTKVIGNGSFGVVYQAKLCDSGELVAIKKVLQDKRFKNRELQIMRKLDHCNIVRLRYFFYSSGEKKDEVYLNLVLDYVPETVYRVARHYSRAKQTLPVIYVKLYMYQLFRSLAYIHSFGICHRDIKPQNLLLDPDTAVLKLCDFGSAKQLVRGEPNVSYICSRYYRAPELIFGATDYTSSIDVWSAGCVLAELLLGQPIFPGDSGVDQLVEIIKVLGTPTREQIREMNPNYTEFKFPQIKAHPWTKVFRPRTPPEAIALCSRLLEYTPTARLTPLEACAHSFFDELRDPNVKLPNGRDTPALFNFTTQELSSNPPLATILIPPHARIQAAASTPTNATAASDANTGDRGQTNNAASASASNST
#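 Test system: GST-tagged human GSK3beta kinase, cell-free; evaluation: activity score scaled between in-plate DMSO and GW8510 controls; measured by: ADP-Glo luminescence; incubation: 60 min reaction, RT; benchmarks: DMSO and 20 µM GW8510; reagent: peptide substrate plus 25 µM ATP (final); medium: Tris/MgCl2 kinase buffer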
# KCNK9 block = KCNK9 potassium channel inhibitors, primary screen, HEK293 cells, thallium flux; 310,000 compounds, 1.2% hits; FluxOR thallium flux fluorescence; hits give low values; Potassium channel subfamily K member 9 (Homo sapiens), Q9NPC2; B-score at 10 µM; AID 488922, 2010;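 active means ratio B-score over 3 SD below the library mean, with starting fluorescence within 5 SD of its mean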;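 further: negative B-score means less thallium flux so channel inhibition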
# Target sequence (Q9NPC2 whole entry, looked up): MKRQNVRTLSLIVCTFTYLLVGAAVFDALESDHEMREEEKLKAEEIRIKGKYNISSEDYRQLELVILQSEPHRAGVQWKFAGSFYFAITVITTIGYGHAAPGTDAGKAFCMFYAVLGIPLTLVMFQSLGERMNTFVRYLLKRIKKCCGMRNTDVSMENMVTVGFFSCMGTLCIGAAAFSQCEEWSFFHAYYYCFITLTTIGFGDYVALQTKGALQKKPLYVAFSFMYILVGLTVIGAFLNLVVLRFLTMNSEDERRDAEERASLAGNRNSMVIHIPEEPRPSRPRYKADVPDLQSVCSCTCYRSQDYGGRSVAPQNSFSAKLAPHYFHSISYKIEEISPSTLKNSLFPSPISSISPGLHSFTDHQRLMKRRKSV
# GSK3A inh = blockers of GSK3A enzyme activity – biochemical, luminescence, cell-free homogeneous, HTS, primary screen; GSK-3 alpha kinase, ADP-Glo luminescence, 60 min; inhibition, % at 10 µM; 320,000 compounds, 0.1% hits; Glycogen synthase kinase-3 alpha (Homo sapiens), P49840;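 in the data active means inhibition above about 50%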;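 further: GST-tagged GSK-3 alpha with peptide substrate and 25 µM ATP; 0% = DMSO neutral wells and 100% = GW8510 positive control wells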
# KCNK3 inh = human KCNK3 channel inhibitors, primary screen, CHO cells, FluxOR thallium flux, B-score; FluxOR fluorescence; hits give low values; AID 602410, 2012; 340,000 compounds, 0.84% hits; B-score at 10 µM; Potassium channel subfamily K member 3 (Homo sapiens), O14649;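 active means B-score under library mean minus 4 SD, starting fluorescence ratio at most library mean plus 5 SD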;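 further: more negative B-score means stronger inhibition of thallium flux through KCNK3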
# PolyA inh = polyadenylation inhibitors in yeast reporter cells, primary screen, luminescence, S. cerevisiae. S. cerevisiae SKY197-pL101 polyadenylation reporter, beta-gal luminescence; efflux-impaired pdr1/pdr3 knockout yeast; score 100 = 6 SD above DMSO. 300,000 compounds, 0.02% hits. AID 1875, 2009. calls only at 12 µM;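 active means lowest replicate activity score at least 50, where 100 means six control SD above control mean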;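 further: yeast exposed to compound for 9 h at 30 °C; higher score means more reporter readthrough which indicates perturbed polyadenylation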
# Starred values were filed as active, the others as inactive; i = inactive; · = not tested or not shown.
molecule	KCNK9 block	RGS4 act	KCNQ1 inh	PolyA inh	RGS4 block	KCNK3 inh	GSK3A inh	KCNQ1 act	GSK3B inh	hERG rescue	DYRK1A inh
CCCCOC(=O)c1ccc(NC(=O)c2nn(C)cc2Br)cc1	i	i	i	i	i	i	0	i	-1	-14	5
CCOC(=O)C(O)(CC(=O)Nc1ccc(Cl)cc1Cl)C(F)(F)F (stereo not given)	i	i	i	i	i	i	-4	i	4	-11	-2
Cc1ccc(C(C)C)c(OCC(=O)Nc2ccc3c(c2)nc(CCN2CCCCC2)n3C)c1	i	i	i	i	i	i	5	i	-3	-27	·
O=C(CCC1CCCC1)NCCS(=O)(=O)N1CCN(c2ccc(F)cc2)CC1	i	i	i	i	i	i	6	i	-4	-11	17
O=C(CSc1n[nH]c(-c2cccnc2)n1)Nc1ccc([N+](=O)[O-])cc1	i	i	i	i	i	i	6	i	3	-5	-5
Cc1nn(-c2ccccc2)cc1/C=N/NS(=O)(=O)c1ccccc1	i	i	i	i	i	i	-1	i	-3	-20	-6
O=C(Cn1ncc2c1-c1ccccc1OC2)N1CCN(Cc2ccccc2)CC1	i	i	i	i	i	i	6	i	-4	-8	3
O=C(CN1CCN(Cc2cccc3ccccc23)CC1)NCCc1ccccc1	i	i	i	i	i	i	-1	i	-1	-8	-2
O=C(CCN1CCOCC1)Nc1ccc2c(c1)N(C(=O)CN1CCOCC1)c1ccccc1CC2	i	i	i	i	i	i	11	i	-2	-7	·
CC1(C)CC(=O)C(C=NCC2CCN(C(=S)Nc3cccc(Cl)c3)CC2)=C(O)C1	i	i	i	i	i	i	-1	i	-4	-7	13
CCOc1ccccc1NC(=S)N1CCN(c2ccc(O)cc2)CC1	i	i	i	i	i	i	0	i	1	-3	3
COc1cccc(NC(=O)CN(C)CC(=O)Nc2ccccc2-c2ccccc2)c1	i	i	i	i	i	i	-2	i	1	-13	-19
FC(F)(F)c1ccc(Cl)c(NC(=S)N/N=C/c2ccccc2Cl)c1	i	i	i	i	i	i	2	i	-3	4	·
CCN(C(=O)c1ccc2c(SCC(=O)O)c3c(nc2c1)CCC3)c1cc(Cl)ccc1OC	i	i	i	i	i	i	0	i	4	-2	-3
O=C(C1=C[C@H](C2CCCCC2)C[C@H](OCc2ccc(CO)cc2)O1)N1CCOCC1	i	i	i	i	i	i	0	i	-2	-5	3
CC(=O)NCCn1c(SCC(=O)NC2CCCCC2)nc2ccccc2c1=O	i	i	i	i	i	i	1	i	2	-10	-2
C=CCOc1ccc(C2CC(C)=NN2c2ccccc2)cc1 (stereo not given)	i	i	i	i	i	i	0	i	-2	-8	-7
CCCSc1nc2c(c(=O)n(C)c(=O)n2C)n1C	i	i	i	i	i	i	0	i	-2	-4	1
O=C(CNC(=O)c1ccco1)Nc1ccc(Cl)cc1	i	i	i	i	i	i	0	i	-1	-3	-2
CCOC(=O)c1sc(SC)c(C(C)=O)c1C	i	i	i	i	i	i	0	i	-1	-3	-4
Cc1nc(NC(C)c2ccccc2)sc1C(=O)Nc1ccccc1 (stereo not given)	i	i	i	i	i	i	-1	i	-3	-10	2
COc1cc(NC(=O)c2ccco2)c(OC)cc1NC(=O)CSc1ncc(-c2ccc(F)cc2)[nH]1	i	i	i	i	i	i	-5	i	2	-9	-5
O=C(O)C1CCCCC1C(=O)NCc1ccc(F)cc1 (stereo not given)	i	i	i	i	i	i	-3	i	2	-18	0
COc1cc(C(=O)NC(=S)Nc2ccc(Cc3ccncc3)cc2)cc(OC)c1OC	i	i	i	i	i	i	0	i	-3	-5	-3
O=C(NNC1=NCCC1)c1cccc(S(=O)(=O)N2CCCCC2)c1	i	i	i	i	i	i	0	i	-2	-12	1
Cc1noc(C)c1COc1ccc(CC(=O)NCCc2ccccc2)cc1	i	i	i	i	i	i	3	i	-1	-19	-1
Cc1ccccc1NC(NC(=O)OCCn1c([N+](=O)[O-])cnc1C)C(Cl)(Cl)Cl (stereo not given)	i	i	i	i	i	i	0	i	1	-7	-2
Cn1cc([N+](=O)[O-])c(C(=O)NCC(=O)O)n1	i	i	i	i	i	i	-1	i	3	-11	2
Nc1nc(-c2c[nH]c3ccccc23)cs1	i	i	i	i	i	i	8	i	-4	-12	-1
Cc1oc(C(C)(C)C)cc1C(=O)NC(Cc1ccccc1)C(=O)O (stereo not given)	i	i	i	i	i	i	-4	i	0	-7	-4
Cc1cccc(C)c1NC(=O)N1CCC(n2c(=O)[nH]c3ccccc32)CC1	i	i	i	i	i	i	-4	i	-8	-8	5
CC(=O)OC1CCC2(C)C(CCC3C2CC(OC(C)=O)C2(C)C3C[C@@H]3O[C@]4(CC[C@@H](C)CO4)[C@@H](C)C32)C1 (stereo not given in full)	i	i	i	i	i	·	-2	i	-3	-16	·
CCCC(=O)NC(=S)Nc1ccc(S(=O)(=O)N2CCc3ccccc32)cc1	i	i	i	i	i	i	-3	i	1	-9	·
COc1cc(OC)c(OC)cc1/C=N/NC(=O)CCc1c(C)n[nH]c1C	i	i	i	i	i	i	-2	i	0	-5	-15
COc1cccc(/C=N/n2cnnc2)c1OCc1ccccc1	i	i	i	i	i	i	-4	i	4	-12	9
CCCOc1ccc(C(=O)NC2CCSc3ccccc32)cc1 (stereo not given)	i	i	i	i	i	i	-1	i	-5	-7	·
Cc1ccccc1NC(=O)C1CC(=O)OC12CCOC(C)(C)C2 (stereo not given)	i	i	i	i	i	i	·	i	·	-10	·
CC(C)(C)c1ccc(NC(=O)COC(=O)c2ccc(NS(=O)(=O)c3ccc(F)c(F)c3)cc2)cc1	i	i	i	i	i	i	0	i	0	-10	-2
Cc1ccc(S(=O)(=O)N2c3ccccc3OCC2C(C)(C)C)cc1 (stereo not given)	i	i	i	i	i	i	-1	i	2	-8	-6
O=C(CCCCCNC(=O)N1CCn2c1nc1ccccc12)N[C@H](Cc1ccccc1)C(=O)O	i	i	i	i	i	i	-1	i	1	-9	7
Cc1ccccc1CN1CCN(S(=O)(=O)c2ccc(Cl)s2)CC1	i	i	6*	i	i	i	-2	i	-1	-14	4
CCc1ccc(Nc2ncccc2C#N)cc1	i	i	i	i	i	i	1	i	4	-10	1
O=C(/C=C/c1ccco1)NC(=S)Nc1cccc(-c2nc3ccccc3o2)c1	i	i	i	i	i	i	0	i	-3	-4	3
CC(C)CCNC(=O)C12CN(Cc3ccccc3)CC1C(c1ccc([N+](=O)[O-])cc1)=NO2 (stereo not given)	i	i	i	i	i	i	-3	i	1	-10	12
CN(C)/C=C(/C(=O)c1ccccc1)n1cncn1	i	i	i	i	i	i	-1	i	-1	-7	-2
COc1ccc(/C=C(\C#N)C(=O)OCC(=O)NCc2ccc(Cl)cc2)cc1	i	i	i	i	i	·	-3	i	0	-4	·
CCOc1ccc(OCC)c(NC(=O)C2CCN(c3cnccn3)CC2)c1	i	i	i	i	i	i	0	i	1	-8	-9
COc1cc(/C=C2\N=C3CCCCCN3C2=O)ccc1O	i	i	i	i	i	i	0	i	-7	2	22
COc1ccc(C(=O)Nc2nnc(C3=COCCO3)o2)cc1OC	i	i	i	i	i	i	4	i	-3	-8	·
CNc1nnc(-c2cccc(N(C)C)c2)s1	i	i	i	i	i	i	1	i	-4	1	18
O=C(Nc1ccccc1)N(C1=NCCCCS1)c1cccc2ccccc12	i	i	i	i	i	i	3	i	1	-13	4
Cc1c(C(=O)Nc2cccc([N+](=O)[O-])c2)sc2ncn(CC(=O)N3CCOCC3)c(=O)c12	i	i	i	i	i	i	0	i	0	-12	5
Cc1ccc(S(=O)(=O)CCC(=O)OCC(=O)NCCc2ccccc2)cc1	i	i	i	i	i	i	·	i	0	-2	3
COc1ccc(C2=NS(=O)(=O)N(C)C(C(=O)NCc3ccco3)=C2)cc1OC	i	i	i	i	i	i	-2	i	-1	-11	3
COCC(C)n1c(SC(C)C(=O)NC2CCCCC2C)nc2ccccc2c1=O (stereo not given)	i	i	i	i	i	i	5	i	-1	-12	2
CN1CCN(C(=S)NC(=O)c2ccc(Cl)cc2)CC1	i	i	i	i	i	i	·	i	2	-5	6
CCCCNC(=O)C1(O)c2cc(Br)ccc2NC(=O)N1c1cccc(OC)c1 (stereo not given)	i	i	i	i	i	i	0	i	4	-4	-4
Clc1ccc(CSc2nnc(/C=C/c3ccccc3)o2)c(Cl)c1	i	i	i	i	i	i	0	i	-2	-6	-2

# Entries of single compounds from above. Screens in order: KCNK9 block	RGS4 act	KCNQ1 inh	PolyA inh	RGS4 block	KCNK3 inh	GSK3A inh	KCNQ1 act	GSK3B inh	hERG rescue	DYRK1A inh
# `Cc1ccc(S(=O)(=O)CCC(=O)OCC(=O)NCCc2ccccc2)cc1` is listed with i	i	i	i	i	i	·	i	0	-2	3
# `CN1CCN(C(=S)NC(=O)c2ccc(Cl)cc2)CC1` is listed with i	i	i	i	i	i	·	i	2	-5	6

# Screens: PubChem, several laboratories

# These rows are one share of the data (hit frequency here may not be typical).
